Source: PubChem BioAssay
PERK inh: human PERK inhibition, primary cell-based screen. Q9NZJ5. CHO PERK-DD fusion, SEAP luminescence translation reporter. inhibition, % at 5.6 µM. actives 0.17% (n = 220,000);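 active = inhibition above the mean inhibition of all tested compounds plus 3 SD, set separately per screening campaign, cut at about 2.9% in these data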;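 note: PERK kinase domain activated by AP20187 dimerizer at 100 nM; 0% = DMSO with dimerizer and 100% = rapamycin at 8.4 µM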
Target sequence (Q9NZJ5 whole entry, looked up, the tested form may be a part): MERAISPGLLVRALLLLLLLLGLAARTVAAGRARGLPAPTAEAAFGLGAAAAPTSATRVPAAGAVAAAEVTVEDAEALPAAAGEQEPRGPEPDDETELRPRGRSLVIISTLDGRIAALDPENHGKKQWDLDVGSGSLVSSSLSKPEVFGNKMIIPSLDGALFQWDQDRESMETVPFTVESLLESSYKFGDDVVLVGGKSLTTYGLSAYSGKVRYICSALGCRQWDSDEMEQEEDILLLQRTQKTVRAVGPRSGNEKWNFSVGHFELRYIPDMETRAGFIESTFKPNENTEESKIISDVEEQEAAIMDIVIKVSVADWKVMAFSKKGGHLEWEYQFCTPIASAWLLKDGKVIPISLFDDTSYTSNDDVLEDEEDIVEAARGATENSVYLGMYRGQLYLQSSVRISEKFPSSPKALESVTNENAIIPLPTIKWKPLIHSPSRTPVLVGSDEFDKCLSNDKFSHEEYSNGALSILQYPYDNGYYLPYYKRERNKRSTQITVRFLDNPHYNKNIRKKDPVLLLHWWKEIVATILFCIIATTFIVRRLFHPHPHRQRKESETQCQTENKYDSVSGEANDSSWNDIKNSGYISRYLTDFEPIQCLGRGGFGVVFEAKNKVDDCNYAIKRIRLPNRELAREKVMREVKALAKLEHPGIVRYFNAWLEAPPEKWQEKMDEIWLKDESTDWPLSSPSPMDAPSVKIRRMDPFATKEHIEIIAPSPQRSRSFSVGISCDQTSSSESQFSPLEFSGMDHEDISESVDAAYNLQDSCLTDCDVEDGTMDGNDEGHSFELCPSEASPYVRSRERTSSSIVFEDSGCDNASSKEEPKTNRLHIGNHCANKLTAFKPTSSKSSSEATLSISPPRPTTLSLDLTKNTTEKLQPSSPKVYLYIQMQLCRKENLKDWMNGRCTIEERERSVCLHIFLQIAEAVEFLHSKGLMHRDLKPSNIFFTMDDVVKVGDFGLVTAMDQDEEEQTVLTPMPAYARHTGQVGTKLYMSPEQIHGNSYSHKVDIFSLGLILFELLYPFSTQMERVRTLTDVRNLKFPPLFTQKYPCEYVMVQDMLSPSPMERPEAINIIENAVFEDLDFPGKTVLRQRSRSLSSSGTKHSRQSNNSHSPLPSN
eIF4E 4G PPI: blocks eIF4E binding to eIF4G | TR-FRET eIF4E-eIF4GI(517-606) binding, 2 h | P63073+Q04637 | actives 0.37% (n = 220,000) | inhibition, % at 21.7 µM;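 active = inhibition above about 30%, limit read from the data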;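 note: 0% = full FRET control wells and 100% = background wells lacking eIF4GI fragment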
S1P4 ag: activates the human S1P4 receptor; O95977; S1P4-expressing cell line, agonist reporter assay; activation, % at 4.98 µM; actives 0.35% (n = 220,000); AID 1509; in the data active = activation above about 11%;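 note: 0% = DMSO vehicle and 100% = reference agonist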
S1P4 antagonist: human S1P4 receptor antagonism | S1P4-expressing cells, antagonist mode, reporter read-out | actives 0.26% (n = 220,000) | O95977 | inhibition, % at 4.98 µM; in the data active = inhibition above about 29%;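 note: 0% = wells stimulated with agonist and 100% = vehicle wells without agonist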
NPY2 pot ag: human NPY-Y2 potentiation or agonism, primary screen; P49146; AID 1359; actives 0.45% (n = 220,000); activation, % at 3.6 µM; cells expressing NPY-Y2, potentiator/agonist read-out; in the data active = activation above about 27%;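 note: cells stimulated with NPY near EC25 plus isoproterenol at EC100; 0% = vehicle plus submaximal agonist and 100% = vehicle plus saturating agonist; some results beyond the cut were filed as inactive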
Ba/F3 V617F tox: reduce viability of Ba/F3 cells dependent on JAK2V617F. inhibition, % at 5.6 µM. AID 1446. Ba/F3 EpoR-JAK2V617F viability, ATP luminescence. actives 1.1% (n = 220,000);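 active = inhibition above the campaign mean plus 3 SD over all tested compounds, cut at about 24% in these data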;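 note: cytokine-independent growth of Ba/F3 cells driven by EpoR plus mutant JAK2; 0% = DMSO-treated cells and 100% = JAK inhibitor I control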
Mdm2 ligase inh: blocks human Mdm2 ubiquitin ligase activity; Q00987; cell-based MDM2 ubiquitination luciferase reporter, 2 h; 0 = plate control, 100 = twice control, blank-subtracted; signal enhancement, % at 5 µM; actives 0.11% (n = 210,000); AID 1230;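 active = signal enhancement of 30% or more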;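 note: luminescence tracks abundance of the self-degrading MDM2-luciferase fusion protein; higher signal means inhibition of MDM2 E3 ligase activity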
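Material: Stable MDM2–luciferase fusion reporter cells | Amount: 2000 cells seeded into each well | Dosing: One concentration, 5 µM, with 0.2% DMSO | Incubation: 4 h cell settling then 2 h compound exposure, 37 °C | Measured by: Luciferase luminescence | Read-out basis: % enhancement relative to plate controls after blank subtraction | Benchmarks: Control and blank well means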
Wee1 degr inh: inhibitors of human Wee1 degradation. reporter increase, % at 5 µM. P30291. AID 1321. actives 1.2% (n = 220,000). HeLa Luc-Wee1K328M stability, luciferase luminescence; 100% = proteasome inhibitor MG132 effect;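 active = activation above the mean of all tested compounds plus 3 SD, set per screening run, cut at about 8.8% in these data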;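 note: cells exposed to compound for 20 h before luminescence read; 0% = DMSO alone and 100% = MG132 at 30 µM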
BaF3 parental: parental Ba/F3 viability inhibition as JAK2V617F counter-screen | actives 1.1% (n = 220,000) | CellTiter-Glo ATP luminescence | AID 1486 | inhibition, % at 5.6 µM;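 active = inhibition above a per-campaign cutoff, the mean inhibition of all tested compounds plus 3 SD, cut at about 27% in these data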;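 note: 0% = DMSO wells and 100% = JAK Inhibitor I control wells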
* = called active by the depositor; / = not tested or not shown; [ ] = another dose, or the depositor's remark.

Screens in order – PERK inh	eIF4E 4G PPI	S1P4 ag	S1P4 antagonist	NPY2 pot ag	Ba/F3 V617F tox	Mdm2 ligase inh	Wee1 degr inh	BaF3 parental
[1] Cc1nc2cc(C(=O)OCC(=O)Nc3cccc(Cl)c3)ccc2n1-c1ccccc1
→ 0.5	3.5	-0.3	-8.2	-20.6	0.8	-0.1	-3.4	2.9
[2] O=C(NCc1ccc(F)cc1)c1cccc(S(=O)(=O)N2CCCC2)c1
→ -0.1	5.0[fluorescence artefact?]	1.9	-2.7	6.0	-0.3	-20.5	1.1	5.5
[3] Cc1ccccc1-c1nc2ccccc2c(=O)n1/N=C/c1ccccc1[N+](=O)[O-]
→ -1.1	1.2	0.4	11.4	-6.9	3.7	-17.6	-2.2	4.9
[4] O=C(CNC(=O)c1ccccc1)NCC(=O)OCc1ccccc1Cl
→ -1.0	1.1	0.8	-31.8	-15.3	4.1	-8.3	-3.4	4.0
[5] CC1CCCC(NC(=O)COC(=O)Cc2c[nH]c3ccccc23)C1C (stereo not drawn)
→ 0.1	-1.1	1.3	-32.1	3.2	-0.9	-15.9	4.1	2.8
[6] COC(=O)c1cc(C(=O)CC(C)C)c[nH]1
→ 2.2	4.9	-1.2	2.6	4.3	0.8	-7.4	-0.1	5.6
[7] CCOCc1nnc(NC(=O)CSCc2ccccc2)s1
→ 1.8	9.2	-0.5	18.5	-6.2	2.8	-7.1	0.0	4.6
[8] O=C(COC(=O)CN1C(=O)C2CC=CCC2C1=O)Nc1cc(C(F)(F)F)ccc1N1CCOCC1 (stereo not drawn)
→ 0.0	3.3	-1.4	7.7	13.3	5.9	5.8	-1.1	6.8
[9] CN1CCC(=NNC(=O)CSCc2ccccc2)CC1
→ -0.1	-1.1	0.8	2.7	-2.2	4.5	-25.9	-1.8	1.8
[10] CC1(C)CC(=O)C2=C(C1)Nc1ccccc1N(C(=O)C1CC1)C2c1ccco1 (stereo not drawn)
→ 0.6	-3.1	-0.3	-9.4	-12.1	-1.1	-11.7	-1.1	2.1
[11] c1ccc(-c2nc(-c3ccncc3)n[nH]2)nc1
→ -0.2	54.5*	-0.8	-3.7	0.1	0.9	-9.0	-1.3	2.0
[12] COc1ccc(C(NC(=O)/C=C\c2ccco2)c2ccc(OC)c(OC)c2)cc1 (stereo not drawn)
→ -1.3	4.1	-3.1	11.8	-8.5	1.9	-6.5	-0.3	2.8
[13] COc1cc(/C=C/C(=O)O)cc(Br)c1O
→ 1.6	-8.0	-0.5	-8.9	-12.2	-2.3	/	-1.4	-7.1
[14] CCOc1ccccc1NC(=O)c1ccc2nccnc2c1
→ -0.9	-7.5	-0.6	-19.3	-7.4	2.9	-11.5	-0.5	2.0
[15] O=C1CC(N2CCN(c3ccc(S(=O)(=O)N4CCCC4)cc3)CC2)C(=O)N1c1ccc(F)cc1 (stereo not drawn)
→ 0.2	2.1	-0.6	-1.5	-7.3	-4.6	3.0	-1.1	-1.4
[16] COC(=O)c1ccccc1NC(=O)c1cnn2cccnc12
→ 0.6	1.6	0.3	6.8	14.6	-2.5	-0.1	-1.9	0.7
[17] CC(OC(=O)CNC(=O)C12CC3CC(CC(C3)C1)C2)C(=O)Nc1ccc(N2CCOCC2)cc1 (stereo not drawn)
→ -2.0	-9.1	-2.7	18.6	15.3	-2.2	6.5	-2.9	2.8
[18] O=C(Cn1nnc(-c2ccc(CN3CCOCC3)cc2)n1)NC1CCCCC1
→ 0.2	-0.6	3.8	-33.1	-3.3	-0.6	5.1	-1.4	3.7
[19] N#CC(c1ccncc1)(c1ncc(C(F)(F)F)cc1Cl)N1CCOCC1 (stereo not drawn)
→ 0.0	-1.9	1.4	-15.0	14.1	3.9	12.2	-2.2	9.9
[20] COc1ccc(C(=O)CSc2nc3ccc([N+](=O)[O-])cc3[nH]2)cc1
→ -0.2	0.8	0.9	-4.4	7.4	2.3	1.8	-3.4	2.1
[21] O=C(Nc1cccc(F)c1)NC1(C(=O)N2CCOCC2)CCCCC1
→ 0.2	-5.1	-0.2	18.1	-6.1	-2.1	-7.1	-1.2	3.8
[22] CCOc1ccc(C(CC(=O)O)NC(=O)c2ccco2)cc1 (stereo not drawn)
→ 1.5	-0.3[fluorescence artefact?]	-1.4	-5.6	3.7	2.0	14.4	-1.9	7.9
[23] CC1Cc2ccccc2N1C(=O)CN1C(=O)COc2ccccc21 (stereo not drawn)
→ -0.2	-0.5	0.6	-14.3	10.5	-2.8	-7.6	-1.4	3.8
[24] Cn1cnnc1SCC(=O)NNC(=O)c1ccc(Cl)cc1
→ 0.4	0.6[fluorescence artefact?]	1.3	-6.6	17.4	-4.2	10.2	-1.4	4.2
[25] CCCCNC(=O)Nc1nnc(-c2ccccc2)o1
→ 0.3	-2.5	-2.9	-19.5	-0.1	-1.5	-18.8	0.8	5.1
[26] O=C(NCCN1CCN(Cc2ccccc2Cl)CC1)Nc1ccccc1
→ -0.4	4.0	0.0	-19.7	-19.9	1.0	-14.6	1.5	2.9
[27] Cc1ccc2c(c1)NC(=O)C(CC(=O)NCCCN1CCCC1=O)O2 (stereo not drawn)
→ 0.1	4.3	0.0	0.7	-8.4	0.5	-14.3	-3.2	0.2
[28] Cc1ccc(S(=O)(=O)N2CCN(CC(=O)Nc3ccc([N+](=O)[O-])cc3)CC2)cc1C
→ 0.3	10.4	1.4	-5.0	1.7	-2.1	-2.1	0.5	5.3
[29] COc1cc(/C=N/NC(=O)c2ccc(CN(C)S(=O)(=O)c3ccc(C)cc3)cc2)ccc1O
→ 1.4	1.4	-2.4	-6.5	9.9	0.9	-5.6	0.4	2.1
[30] CCOCc1nnc(NC(=O)CCc2ccccc2)s1
→ -0.8	0.3	-3.0	-12.8	-2.5	-6.6	-2.6	-2.2	-0.1
[31] Cc1ccc2c(c1)C(c1ccccc1)N(C(=O)c1ccc(Br)o1)CC(=O)N2 (stereo not drawn)
→ -0.6	-0.3	-0.9	-12.6	6.6	-1.6	-12.1	3.1	5.1
[32] CC1=CCC(C(=O)O)(C(=O)N/N=C/c2cccnc2)C(c2ccccc2)C1 (stereo not drawn)
→ 1.3	0.7	-0.1	4.6	-4.1	2.9	5.6	0.7	3.7
[33] Cc1cc(C)n(-c2ccc(C(=O)Nc3cccnc3)cc2)n1
→ -0.3	1.0	0.6	10.4	9.9	-4.5	-50.4	-1.6	-1.5
[34] CCOC(=O)Cn1c(=O)c2c(nc3n2CCN3Cc2ccccc2)n(C)c1=O
→ -0.5	-1.3	0.3	-21.9	-11.7	-4.8	-13.0	-0.6	5.3
[35] CCSCC1COC(c2cccn2Cc2ccc(C)cc2)=N1 (stereo not drawn)
→ 0.4	7.4	-0.8	-3.0	5.5	-2.5	-4.2	-1.1	1.7
[36] Cc1ccc(NC(=O)CSc2nnc(-c3cccs3)o2)cc1S(=O)(=O)N(C)C
→ 1.5	-2.7	-0.1	-6.0	2.5	-3.0	/	21.4*	5.1
[37] CC(C)C(NC(=O)c1ccccc1)C(=O)NCCc1ccccc1 (stereo not drawn)
→ -0.3	3.4	-0.7	13.4	-3.7	-2.6	-13.5	-2.1	-0.6
[38] O=C(O)c1nnn(-c2cc(C(F)(F)F)cc(C(F)(F)F)c2)c1-c1ccccc1
→ 0.2	8.7	0.1	13.5	-7.2	2.8	6.3	4.3	2.9
[39] COc1cc(NC(=O)CSCc2cnn(-c3ccccc3)c2-n2cccc2)cc(OC)c1
→ -0.1	-0.7	-0.7	-16.5	-4.8	-2.2	-5.1	-1.9	-0.5
[40] O=C(CSCc1c(Cl)cccc1Cl)NN1C(=O)c2ccccc2C1=O
→ 0.1	-6.7	0.9	-7.1	-20.2	-0.4	-36.9	-0.1	0.1
[41] NC(=O)c1ccc(-n2nnnc2SCc2ccccc2)cc1
→ 1.0	2.5	1.5	-2.0	4.9	-3.4	-31.8	8.6	-0.6
[42] CCOC(=O)Cc1c(C)nc2c(-c3ccccc3)c(C)[nH]n2c1=O
→ 3.0*	0.8	-2.5	-13.6	-9.3	-5.1	-5.0	1.4	0.8
[43] O=c1[nH]cc(NCCc2ccccc2)c(=O)[nH]1
→ -0.2	-2.5	1.2	-9.4	3.3	2.6	-11.6	-2.2	-1.5
[44] CCCn1c(N)c(C(=S)NC(=O)C2CC2)c(=O)n(C)c1=O
→ -0.3	6.2	1.0	-8.7	-9.0	3.7	-1.9	3.0	7.3
[45] O=C(Cc1ccc(Cl)cc1)NCC(=O)N1CCCC1
→ -0.8	-9.2[fluorescence artefact?]	1.1	-52.5	-19.6	-0.8	-1.1	3.0	1.2

Compounds 1 through 7 of the list above:
Screens in order – PERK inh	eIF4E 4G PPI	S1P4 ag	S1P4 antagonist	NPY2 pot ag	Ba/F3 V617F tox	Mdm2 ligase inh	Wee1 degr inh	BaF3 parental
[1] Cc1nc2cc(C(=O)OCC(=O)Nc3cccc(Cl)c3)ccc2n1-c1ccccc1
→ 0.5	3.5	-0.3	-8.2	-20.6	0.8	-0.1	-3.4	2.9
[2] O=C(NCc1ccc(F)cc1)c1cccc(S(=O)(=O)N2CCCC2)c1
→ -0.1	5.0[fluorescence artefact?]	1.9	-2.7	6.0	-0.3	-20.5	1.1	5.5
[3] Cc1ccccc1-c1nc2ccccc2c(=O)n1/N=C/c1ccccc1[N+](=O)[O-]
→ -1.1	1.2	0.4	11.4	-6.9	3.7	-17.6	-2.2	4.9
[4] O=C(CNC(=O)c1ccccc1)NCC(=O)OCc1ccccc1Cl
→ -1.0	1.1	0.8	-31.8	-15.3	4.1	-8.3	-3.4	4.0
[5] CC1CCCC(NC(=O)COC(=O)Cc2c[nH]c3ccccc23)C1C (stereo not drawn)
→ 0.1	-1.1	1.3	-32.1	3.2	-0.9	-15.9	4.1	2.8
[6] COC(=O)c1cc(C(=O)CC(C)C)c[nH]1
→ 2.2	4.9	-1.2	2.6	4.3	0.8	-7.4	-0.1	5.6
[7] CCOCc1nnc(NC(=O)CSCc2ccccc2)s1
→ 1.8	9.2	-0.5	18.5	-6.2	2.8	-7.1	0.0	4.6

Continued.
Screens in order – PERK inh	eIF4E 4G PPI	S1P4 ag	S1P4 antagonist	NPY2 pot ag	Ba/F3 V617F tox	Mdm2 ligase inh	Wee1 degr inh	BaF3 parental
[46] COc1ccc(OCCSc2nnc(CCNC(=O)c3ccc(OC)cc3)n2C)cc1
→ -1.2	2.6	-2.0	-2.9	-4.7	6.5	-8.3	1.3	8.7
[47] Cc1ccc2nc(Cc3ccc(N)cc3)[nH]c2c1
→ -0.6	0.8	-1.4	-10.1	12.0	-3.1	-7.2	3.3	3.4
[48] CCOc1cc(N2CCOCC2)c(OCC)cc1NC(=O)Cc1cccc(OC)c1
→ -0.9	-2.4[fluorescence artefact?]	-0.8	-9.1	-6.8	-1.2	-2.8	-1.3	-0.5
[49] Cc1ccc(C(=O)CSc2nnc(CNc3nc(-c4ccccc4)cs3)n2C)cc1
→ 0.6	-38.3	-0.5	4.8	15.7	-3.1	6.1	2.0	6.2
[50] CCOC(=O)c1c(NC(=O)C2CC(Cl)=CCC2C(=O)O)sc2c1CC(C)(C)OC2 (stereo not drawn)
→ 0.8	0.6	-0.5	-5.7	4.8	-0.5	-9.6	0.4	3.1
[51] C/C(=N\Nc1ncc(Cl)cc1Cl)c1ccc(OC(F)F)cc1
→ 0.7	-0.8[fluorescence artefact?]	2.6	-9.4	2.4	-3.1	-24.0	-1.0	2.9
[52] O=C(O)CC(NC(=O)Cc1ccccc1)c1cc([N+](=O)[O-])ccc1Cl (stereo not drawn)
→ 0.6	-0.7	0.9	-3.6	5.6	-0.2	-7.6	-2.5	3.3
